Screens deposited in PubChem BioAssay by several laboratories.
Anthrax LF inh2 – anthrax lethal factor protease inhibition; P15917; multiplex microsphere protease cleavage assay, LF; inhibition, % at 10 µM; 360,000 compounds, 0.12% hits; AID 588501; further: plate controls were buffer without enzyme for full effect and enzyme alone for no effect
PfHsp40 rescue – compounds rescuing yeast from Plasmodium falciparum HSP40 toxicity; 340,000 compounds, 0.68% hits; AID 504582; growth rescue, % at 12.5 µM; S. cerevisiae expressing PfHsp40, growth rescue, ATP luminescence; in the data active means growth rescue above about 28%, passing the limit was not always enough;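 further: yeast W303a lacking pdr1 and pdr3 grown in galactose medium; growth measured after three days at 30 °C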
Vc quorum ag – induces V. cholerae light production without autoinducers; activation, % at 18.7 µM; V. cholerae BH1578 lux reporter, luminescence, 6 h; 350,000 compounds, 0.16% hits; AID 588436; in the data active means activation mostly above about 9.7%, no sharp cut-off; further: not every result past the cut was called active; inactives centre near 0; reference of the scale not given here
3CLpro inhibitor – SARS-CoV 3CLpro protease inhibition; P0C6X7; recombinant SARS-CoV 3CLpro, quenched FRET peptide cleavage; inhibition, % at 6 µM; 290,000 compounds, 0.14% hits; in the data active means inhibition above about 12%
Y pestis TopoI – blocks Yersinia pestis topoisomerase I activity; activity, % at 10 µM; Y. pestis Topo-I cleavage product accumulation, plate reader; 360,000 compounds, 0.064% hits; in the data active means activity above about 50%, passing the limit was not always enough; further: inactives centre near 2
CCHFV vOTU inh – blocks the CCHF virus ovarian tumor domain protease; inhibition, % at 11.5 µM; 370,000 compounds, 0.55% hits; CCHFV vOTU protease, Pep-AMC fluorescence; in the data active means inhibition above about 30%; further: 0% = vehicle wells with enzyme and 100% = no enzyme wells
DUSP3 inh – DUSP3 (human) phosphatase inhibition; recombinant VHR phosphatase, pNPP absorbance; inhibition, % at 13.3 µM; 290,000 compounds, 0.52% hits; AID 1654; in the data active means inhibition above about 50%; further: some compounds called inactive have numbers as strong as hits
BoNT-A LC inh2 – BoNT A light chain protease inhibition; AID 588499; multiplex microsphere protease substrate cleavage, flow cytometry; 360,000 compounds, 0.17% hits; inhibition, % at 10 µM; further: plate controls were buffer without enzyme for full effect and enzyme alone for no effect
SSB-PriA inh – inhibitors of Klebsiella pneumoniae PriA binding to SSB C-terminal tail; AlphaScreen SSBct-PriA binding, biotinylated peptide; inhibition, % at 33 µM; 430,000 compounds, 0.6% hits; AID 1272365; in the data active means inhibition mostly above about 37%, no sharp cut-off; inactive means mostly below about 20%;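 further: plate controls were negative control peptide for no effect and reference peptide for full effect; strong numbers were not always called active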
TcdB inh – TcdB glycohydrolase inhibition | P18177 | TcdB glycohydrolase enzymatic assay, plate reader | inhibition, % at 9.99 µM | 350,000 compounds, 0.24% hits; in the data active means inhibition above about 10%
Target sequence (P18177 whole entry, looked up): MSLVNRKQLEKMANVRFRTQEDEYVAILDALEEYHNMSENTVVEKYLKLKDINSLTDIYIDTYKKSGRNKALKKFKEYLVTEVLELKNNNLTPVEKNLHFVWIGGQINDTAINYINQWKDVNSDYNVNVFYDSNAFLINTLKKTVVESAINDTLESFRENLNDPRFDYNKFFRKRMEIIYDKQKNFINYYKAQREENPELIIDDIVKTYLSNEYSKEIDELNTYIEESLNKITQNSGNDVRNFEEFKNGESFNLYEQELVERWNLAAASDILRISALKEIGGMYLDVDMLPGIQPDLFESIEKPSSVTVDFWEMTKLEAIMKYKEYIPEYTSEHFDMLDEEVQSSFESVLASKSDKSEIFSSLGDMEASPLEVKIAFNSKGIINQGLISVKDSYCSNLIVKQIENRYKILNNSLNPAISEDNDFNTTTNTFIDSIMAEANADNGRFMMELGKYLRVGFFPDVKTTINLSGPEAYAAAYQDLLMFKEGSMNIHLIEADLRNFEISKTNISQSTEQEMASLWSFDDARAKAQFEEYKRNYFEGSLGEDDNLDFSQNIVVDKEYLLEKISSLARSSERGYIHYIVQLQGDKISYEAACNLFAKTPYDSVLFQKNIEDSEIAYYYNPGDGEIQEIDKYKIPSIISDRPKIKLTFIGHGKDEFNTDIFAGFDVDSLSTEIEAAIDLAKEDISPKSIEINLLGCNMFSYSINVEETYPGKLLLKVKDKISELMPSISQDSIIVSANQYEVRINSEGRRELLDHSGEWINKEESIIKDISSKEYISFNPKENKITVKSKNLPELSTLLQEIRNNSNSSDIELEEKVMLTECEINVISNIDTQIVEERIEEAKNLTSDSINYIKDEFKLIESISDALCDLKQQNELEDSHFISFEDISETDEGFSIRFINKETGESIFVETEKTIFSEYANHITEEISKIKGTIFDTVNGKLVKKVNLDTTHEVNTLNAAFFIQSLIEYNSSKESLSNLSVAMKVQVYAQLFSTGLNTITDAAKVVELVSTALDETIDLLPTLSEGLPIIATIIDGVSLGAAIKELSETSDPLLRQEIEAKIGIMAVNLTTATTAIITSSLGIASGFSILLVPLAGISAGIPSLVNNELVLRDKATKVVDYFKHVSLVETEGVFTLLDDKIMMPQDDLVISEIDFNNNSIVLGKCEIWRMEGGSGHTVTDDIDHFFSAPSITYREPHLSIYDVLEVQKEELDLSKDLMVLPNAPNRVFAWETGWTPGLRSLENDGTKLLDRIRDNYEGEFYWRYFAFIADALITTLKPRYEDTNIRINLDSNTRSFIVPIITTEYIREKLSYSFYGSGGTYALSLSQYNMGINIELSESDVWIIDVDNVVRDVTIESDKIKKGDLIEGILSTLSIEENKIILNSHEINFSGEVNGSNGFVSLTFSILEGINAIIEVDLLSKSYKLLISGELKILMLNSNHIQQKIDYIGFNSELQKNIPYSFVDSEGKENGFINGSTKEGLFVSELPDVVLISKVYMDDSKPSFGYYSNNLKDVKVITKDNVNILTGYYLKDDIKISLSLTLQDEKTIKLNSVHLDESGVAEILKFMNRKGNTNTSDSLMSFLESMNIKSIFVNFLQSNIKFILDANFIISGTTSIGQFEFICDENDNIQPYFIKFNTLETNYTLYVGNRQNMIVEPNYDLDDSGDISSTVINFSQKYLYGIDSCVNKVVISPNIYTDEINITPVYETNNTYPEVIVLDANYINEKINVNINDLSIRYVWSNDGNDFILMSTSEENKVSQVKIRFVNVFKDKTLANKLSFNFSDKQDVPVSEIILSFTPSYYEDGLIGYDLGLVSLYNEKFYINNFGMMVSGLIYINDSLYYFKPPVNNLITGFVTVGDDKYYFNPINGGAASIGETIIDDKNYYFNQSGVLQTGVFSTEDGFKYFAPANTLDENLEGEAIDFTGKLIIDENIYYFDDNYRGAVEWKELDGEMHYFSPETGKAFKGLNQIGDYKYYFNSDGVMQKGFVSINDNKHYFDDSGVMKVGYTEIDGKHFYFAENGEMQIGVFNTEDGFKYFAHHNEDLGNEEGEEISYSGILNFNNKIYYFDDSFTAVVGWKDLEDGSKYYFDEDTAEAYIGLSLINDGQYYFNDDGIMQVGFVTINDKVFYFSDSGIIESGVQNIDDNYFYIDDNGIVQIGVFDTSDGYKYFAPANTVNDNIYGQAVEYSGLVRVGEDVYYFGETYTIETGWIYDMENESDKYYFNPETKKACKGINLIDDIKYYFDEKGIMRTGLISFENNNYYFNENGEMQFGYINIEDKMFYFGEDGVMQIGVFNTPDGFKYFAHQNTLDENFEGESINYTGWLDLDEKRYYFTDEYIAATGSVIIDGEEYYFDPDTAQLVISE
An asterisk follows results filed as active; i = inactive; . = no result given; & = joins results of further samples. Unless noted, no stated cut-off is given here; in the data, active means inhibition above about 30%; inconclusive means no clear call, values can overlap the other calls; inactive means below that. This is a subset, so the mix of outcomes need not match the whole.

Codes: A = Anthrax LF inh2; B = PfHsp40 rescue; C = Vc quorum ag; D = 3CLpro inhibitor; E = Y pestis TopoI; F = CCHFV vOTU inh; G = DUSP3 inh; H = BoNT-A LC inh2; I = SSB-PriA inh; J = TcdB inh
CCOC(=O)C1(c2ccccc2)CCN(CCC(C#N)(c2ccccc2)c2ccccc2)CC1
  A: -16; B: -0.6; C: -0.2; D: .; E: 13; F: 8; G: .; H: -1.3; I: 11; J: 0.7
COc1ccc2oc(C(F)(F)C(F)F)cc(=O)c2c1
  A: 0; B: -0.3; C: i; D: 7; E: -6; F: -7; G: 19; H: -0.1; I: 1; J: .
Cc1cc(NC(=O)COC(=O)C2CCN(S(=O)(=O)c3cccc(Cl)c3Cl)CC2)no1
  A: -2; B: -1.4; C: -0.9; D: 1; E: 26; F: 1; G: 19; H: 1.2; I: 7; J: .
Cc1ccc(NC(=O)C2(NC(=O)c3ccccn3)CCCCC2)cc1Br
  A: 1; B: 2.5; C: -3.8; D: 1; E: -8; F: 5; G: -7; H: 8.5; I: -14; J: .
C[N+](C)(C)CCNC(=O)c1c[nH]c2ccccc12
  A: 1; B: .; C: .; D: .; E: .; F: 4; G: .; H: 0.6; I: .; J: 2.6
CCOc1ccc(NCC(=O)Nc2ccc(C)cc2C)cc1
  A: -1; B: 1.5; C: -4.5; D: 2; E: -1; F: -3; G: 5; H: 3.2; I: 21; J: 0.6
COc1ccc(N=C2NC(=O)/C(=C/c3ccco3)S2)cc1
  A: -2; B: 0.4; C: i; D: 7; E: 0; F: 2; G: 21; H: -3.2; I: 7; J: 0.4
CC1CC1C(=O)N(CCC1=CCCCC1)c1c(N)n(Cc2ccccc2)c(=O)[nH]c1=O (stereo unspecified)
  A: -5; B: 0.2; C: i; D: .; E: 5; F: -3; G: .; H: -3.6; I: -5; J: 1.6
CCOC(=O)c1cnc2ccccc2c1NCCc1ccc(OC)c(OC)c1
  A: -1; B: 0.8; C: -2.9; D: 0; E: 9; F: 15; G: 20; H: 0.9; I: -18; J: .
NC(=O)c1ccc(N2CCCCC2)c(N2C(=O)CCC2=O)c1
  A: -2; B: -1.4; C: 0.6; D: 2; E: -6; F: -7; G: 15; H: -0.1; I: -7; J: .
CC(C)(C)OC(=O)NCCCCCc1cn([C@@H](CO)C(=O)NCCCCCCCCCCC(=O)N2CCN(C(=O)OC(C)(C)C)CC2)nn1
  A: -8; B: 7.9; C: i; D: .; E: -3; F: 25; G: .; H: 0.2; I: -1; J: -0.2
COc1ccccc1S(=O)(=O)N(C)C[C@@H]1OCc2cnnn2CCCC(=O)N([C@H](C)CO)C[C@H]1C
  A: -12; B: .; C: i; D: .; E: -6; F: -6; G: .; H: -0.2; I: .; J: -0.7&0.7
CCOc1cccc(CN(C)CC2CCCN(CCc3ccc(Cl)cc3)C2)c1O (stereo unspecified)
  A: .; B: 1.2; C: -0.6; D: 3; E: 25; F: 7; G: -5; H: .; I: 5; J: 0.5
COc1ccc2oc(-c3ccncc3)cc(=O)c2c1
  A: -6; B: -0.9; C: i; D: .; E: 2; F: -17; G: .; H: 0.4; I: -9; J: -0.5
COc1cc(-c2nc3cnccn3c2Nc2ccccc2)ccc1O
  A: -3; B: -0.2; C: -0.3; D: -3; E: -8; F: 8; G: -5; H: -0.5; I: -1; J: -1.0

Given with two lines to a compound: part of the list above.
Every second line gives: Anthrax LF inh2 | PfHsp40 rescue | Vc quorum ag | 3CLpro inhibitor | Y pestis TopoI | CCHFV vOTU inh | DUSP3 inh | BoNT-A LC inh2 | SSB-PriA inh | TcdB inh
> COc1ccc(N=C2NC(=O)/C(=C/c3ccco3)S2)cc1
  -2 | 0.4 | i | 7 | 0 | 2 | 21 | -3.2 | 7 | 0.4
> CC1CC1C(=O)N(CCC1=CCCCC1)c1c(N)n(Cc2ccccc2)c(=O)[nH]c1=O (stereo unspecified)
  -5 | 0.2 | i | . | 5 | -3 | . | -3.6 | -5 | 1.6
> CCOC(=O)c1cnc2ccccc2c1NCCc1ccc(OC)c(OC)c1
  -1 | 0.8 | -2.9 | 0 | 9 | 15 | 20 | 0.9 | -18 | .
> NC(=O)c1ccc(N2CCCCC2)c(N2C(=O)CCC2=O)c1
  -2 | -1.4 | 0.6 | 2 | -6 | -7 | 15 | -0.1 | -7 | .
> CC(C)(C)OC(=O)NCCCCCc1cn([C@@H](CO)C(=O)NCCCCCCCCCCC(=O)N2CCN(C(=O)OC(C)(C)C)CC2)nn1
  -8 | 7.9 | i | . | -3 | 25 | . | 0.2 | -1 | -0.2
> COc1ccccc1S(=O)(=O)N(C)C[C@@H]1OCc2cnnn2CCCC(=O)N([C@H](C)CO)C[C@H]1C
  -12 | . | i | . | -6 | -6 | . | -0.2 | . | -0.7&0.7
> CCOc1cccc(CN(C)CC2CCCN(CCc3ccc(Cl)cc3)C2)c1O (stereo unspecified)
  . | 1.2 | -0.6 | 3 | 25 | 7 | -5 | . | 5 | 0.5
> COc1ccc2oc(-c3ccncc3)cc(=O)c2c1
  -6 | -0.9 | i | . | 2 | -17 | . | 0.4 | -9 | -0.5
> COc1cc(-c2nc3cnccn3c2Nc2ccccc2)ccc1O
  -3 | -0.2 | -0.3 | -3 | -8 | 8 | -5 | -0.5 | -1 | -1.0

Next section.
Codes: A = Anthrax LF inh2; B = PfHsp40 rescue; C = Vc quorum ag; D = 3CLpro inhibitor; E = Y pestis TopoI; F = CCHFV vOTU inh; G = DUSP3 inh; H = BoNT-A LC inh2; I = SSB-PriA inh; J = TcdB inh
COc1cccc(CNC(=O)CC(NC(=O)c2ccccc2)c2ccccc2)c1 (stereo unspecified)
  A: 1; B: 2.7; C: -5.9; D: .; E: 4; F: 8; G: .; H: -5.6; I: -19; J: 0.7
CC1=C(C)/C(=N\OC(=O)/C=C/c2ccccc2)C=CC1=O
  A: -2; B: 0.8; C: -2.2; D: -4; E: -10; F: 8; G: 24; H: 0.1; I: .; J: .
COc1cccc(CNC(=O)COC(=O)CN(C)S(=O)(=O)c2ccc(NC(C)=O)cc2)c1
  A: -1; B: -1.0; C: 12; D: 0; E: 11; F: -6; G: 6; H: -1.0; I: -7; J: 0.6
Cc1sc(NC(=O)CSc2nnc(COc3ccccc3)n2C)c(C#N)c1C
  A: 1; B: -0.5; C: i; D: -9; E: 40; F: -9; G: -13; H: -0.2; I: -3; J: .
COCCN(C(=S)Nc1ccc(OC)cc1)C(C)c1cccs1 (stereo unspecified)
  A: -2; B: -0.1; C: -3.8; D: 5; E: 4; F: 0; G: 21; H: -0.4; I: -12; J: 1.2
COC(=O)c1ccc(NC(=O)c2ccccc2N(C)S(=O)(=O)c2ccccc2)cc1
  A: -1; B: 1.8; C: i; D: 6; E: 1; F: -2; G: 2; H: 0.3; I: 0; J: .
O=C(Nc1ccc(N2C(=O)CCC2=O)cc1Cl)c1cccs1
  A: 1; B: -1.8; C: -0.3; D: 5; E: 6; F: 3; G: 22; H: -0.5; I: -11; J: -0.1
O=C(NCC1CCCO1)C(c1cccnc1)N(C(=O)Cc1cccs1)c1cccnc1 (stereo unspecified)
  A: 6; B: 0.7; C: -0.9; D: -4; E: -3; F: -12; G: 19; H: 0.9; I: 3; J: .
CC(C)C(C=Cc1ccccc1)=NNS(=O)(=O)c1ccccc1
  A: -2; B: .; C: .; D: .; E: .; F: 4; G: .; H: 0.1; I: .; J: 1.9
COc1ccccc1NC(=O)COC(=O)c1c(C)nn(-c2ccccc2)c1C
  A: -10; B: -0.5; C: i; D: .; E: 24; F: 7; G: .; H: 0.0; I: -6; J: 1.8
CCOc1ccccc1OCC(=O)NC1CCSc2ccccc21 (stereo unspecified)
  A: -5; B: .; C: i; D: .; E: 30; F: -2; G: .; H: -0.2; I: .; J: 2.0
O=C(c1ccc(COc2ccc(Br)cc2)o1)N1N=C(C(F)F)CC1(O)C(F)F (stereo unspecified)
  A: -2; B: 2.0; C: -0.4; D: 2; E: 3; F: 17; G: -5; H: -0.2; I: -22; J: -4.0
Cc1ccc(C(=O)OCC(=O)NCc2ccco2)cc1S(=O)(=O)N1CCOCC1
  A: 1; B: 0.7; C: -14; D: .; E: -10; F: -7; G: .; H: 0.8; I: -5; J: -0.5
O=C(CCNC(=O)c1ccccc1Cl)Nc1ccc(S(=O)(=O)Nc2ncccn2)cc1
  A: 0; B: -1.0; C: i; D: -2; E: 11; F: -5; G: 6; H: 0.4; I: -2; J: 0.9
Cc1cc(=O)c(C(=O)O)nn1-c1ccccc1F
  A: -1; B: 1.4; C: -2.8; D: 1; E: 4; F: -4; G: 1; H: 0.3; I: -3; J: 0.5

Looked up above.
`Cc1cc(=O)c(C(=O)O)nn1-c1ccccc1F` in 3CLpro inhibitor is entered as 1
`Cc1ccc(C(=O)OCC(=O)NCc2ccco2)cc1S(=O)(=O)N1CCOCC1` in SSB-PriA inh is entered as -5

(list continues)
Codes: A = Anthrax LF inh2; B = PfHsp40 rescue; C = Vc quorum ag; D = 3CLpro inhibitor; E = Y pestis TopoI; F = CCHFV vOTU inh; G = DUSP3 inh; H = BoNT-A LC inh2; I = SSB-PriA inh; J = TcdB inh
CCN1C(=O)/C(=C2/SC(C)=C(C)N2CC)SC1=S
  A: -4; B: 0.3; C: -2.9; D: -8; E: -2; F: -4; G: 21; H: 2.0; I: -12; J: .
O=C(NCc1cccnc1)c1cc(-c2ccc(Cl)cc2)oc1C(F)(F)F
  A: .; B: 4.2; C: i; D: -2; E: 14; F: 0; G: 25; H: .; I: 5; J: 0.5
CCC(=O)N1CCCC(C(=O)c2ccc(-c3ccccc3)cc2)C1 (stereo unspecified)
  A: 0; B: 1.1; C: -1.3; D: 2; E: 35; F: -4; G: 12; H: 2.0; I: 7; J: 0.7
O=C(/C=C/c1ccccc1)NC(=S)Nc1ccc(N2CCOCC2)cc1
  A: -9; B: -0.6; C: i; D: 0; E: -1; F: -3; G: 13; H: -2.9; I: 10; J: .
Cc1nc(C(=O)O)nn1-c1cc(Cl)ccc1Cl
  A: 1; B: -1.4; C: -0.4; D: -1; E: -3; F: -12; G: 12; H: -0.7; I: -10; J: 1.4
O=[N+]([O-])c1ccc(Cc2ccncc2)cc1
  A: -5; B: -0.1; C: -0.5; D: 2; E: 17; F: 0; G: 9; H: -0.9; I: 4; J: -0.5
O=C(c1ccc(Cl)cc1Cl)N1CCC(C(=O)N2CCOCC2)CC1
  A: -4; B: -1.5; C: -0.2; D: -2; E: 4; F: -3; G: 31; H: 1.3; I: -1; J: 1.1
Cc1ccc(NC(=O)Nc2ccc3c(c2)nc(C)n3C)cc1
  A: -3; B: 0.1; C: -0.2; D: 0; E: 7; F: 13; G: 26; H: -0.1; I: -13; J: 1.8
Cc1ccc(S(=O)(=O)N(CC(=O)NCc2ccco2)Cc2ccccc2F)cc1
  A: -6; B: 3.2; C: i; D: 2; E: 33; F: -2; G: -2; H: 0.1; I: -6; J: .
COc1ccc(N(C(=O)c2snc(C(N)=O)c2N)C(C(=O)NC2CCCC2)c2ccc(C)o2)c(OC)c1 (stereo unspecified)
  A: 14; B: 0.9; C: i; D: -1; E: 25; F: 8; G: 26; H: -2.4; I: -4; J: 0.0
Cc1ccc(CN2CCNC(=O)C2CC(=O)NC2CCCCCC2)cc1 (stereo unspecified)
  A: 1; B: -1.1; C: i; D: 0; E: 3; F: 20; G: -40; H: 0.5; I: 6; J: -2.0
CC(=O)Oc1cc2c(c3ccccc13)CCC2=O
  A: 1; B: 0.1; C: i; D: .; E: 5; F: -4; G: .; H: -0.3; I: -6; J: 0.3
S=C(Nc1ccccc1Oc1ccccc1)Nc1cccc(Cl)c1Cl
  A: -2; B: -0.1; C: i; D: 3; E: 9; F: 22; G: -4; H: -2.4; I: -6; J: .
NS(=O)(=O)c1ccc(CCNC(=O)NC2(C(F)(F)F)Oc3ccccc3O2)cc1
  A: 3; B: 1.3; C: i; D: -10; E: -7; F: -1; G: -22; H: 0.1; I: -4; J: .
